# KKLEB tox = cytotoxicity in KKLEB CF airway cells, primary screen, cytotoxicity control for CF NF-kB inhibitor project, cell-based, uHTS, fluorescence assay plates. KKLEB CF airway cells viability, ATPlite luminescence, overnight; active compounds read low; cells stimulated with P. aeruginosa culture filtrate. activity change (cytotoxicity), % at 5 µM. 0.36% of 360,000 active. AID 602141, 2011;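 active means corrected activity change at or below -50% at 5 µM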
# NR2E3 ag-1 = inhibitors of NR2E3-RetCOR corepressor binding, primary screen, NR2E3 agonist project, biochemical, TR-FRET, GST-NR2E3, biotin-RetCOR | 1536-well | inhibition of corepressor binding, % at 4.78 µM | 0.12% of 320,000 active | AID 2300, 2010;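 active means percent inhibition above the cutoff of mean plus 3 SD of all tested compounds, set per screening campaign, cut at about 20% in these data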;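 further: 0% = DMSO wells and 100% = biotin wells as full block of FRET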
# Target sequence (Q9Y5X4 whole entry, looked up): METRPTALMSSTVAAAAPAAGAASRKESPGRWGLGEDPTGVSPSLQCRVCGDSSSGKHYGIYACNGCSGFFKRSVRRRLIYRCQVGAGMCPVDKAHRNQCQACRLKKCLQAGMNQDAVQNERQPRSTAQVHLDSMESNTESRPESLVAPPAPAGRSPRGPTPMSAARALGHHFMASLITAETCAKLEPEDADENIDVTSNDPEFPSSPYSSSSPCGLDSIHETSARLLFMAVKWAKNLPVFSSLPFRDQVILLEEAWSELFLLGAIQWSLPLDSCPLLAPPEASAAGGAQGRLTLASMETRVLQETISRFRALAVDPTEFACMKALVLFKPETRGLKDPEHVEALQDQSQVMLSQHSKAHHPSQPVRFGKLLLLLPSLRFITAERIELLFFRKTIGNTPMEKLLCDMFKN
#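 Format: 1536-well format; test system: GST-NR2E3 and biotin-RetCOR proteins; read-out basis: percent inhibition of TR-FRET ratio; timing: 5 h incubation at 4 °C; detection: time-resolved FRET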
# TRPM1 prom inh = inhibitors of MITF-dependent TRPM1 promoter reporter, primary screen, cell-based, SK-MEL-5, single point, luciferase. SK-MEL-5 TRPM1 promoter luciferase, 24 h. inhibition, % at 12.5 µM. 0.83% of 330,000 active;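 active means mean inhibition across replicates of 60% or more, whatever share of single replicates reaches that level; inconclusive means some that reach 60%, reason not given; inactive means mean inhibition across replicates below 60%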; further: values of inactives mirror those of a sister screen read the other way
# NR2E3 ag-2 = NR2E3 agonists in two-hybrid cells, primary screen, cell-based, luminescence, CHO-S, Gal4-NCOR/VP16-NR2E3 | luciferase | inhibition of corepressor binding, % at 3.98 µM | 0.35% of 360,000 active | AID 602229, 2012;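 active means inhibition above the mean of all tested compounds plus 3 SD, cut at about 70% in these data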;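 further: 0% = DMSO with NR2E3 transfected cells and 100% = cells lacking NR2E3 construct; higher means lower luciferase signal from less NR2E3 corepressor binding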
# Shn3 inh set2 = reduction of Shn3 3'UTR firefly luciferase signal, primary screen, Schnurri-3 inhibitor project, cell-based, Clone20 osteoblasts, set 2; Clone20 osteoblast Shn3 3'UTR firefly luciferase, 24 h; inhibition, % at 12.5 µM; 0.52% of 360,000 active;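 active means mean inhibition of at least 75% with every replicate also reaching 75%; inconclusive means mean inhibition at least 75% but some replicate below; inactive means mean inhibition below 75%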;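 further: 0% = median of neutral control wells and 100% = pilot-screen positive control compound; some compounds past the cut are filed as inactive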
# CF NFkB block = inhibitors of PAF-induced NF-kB signaling, primary screen, cell-based, GFP fluorescence, uHTS | inhibition, % at 5 µM | 0.86% of 360,000 active | KKLEB NF-kB-GFP reporter, GFP fluorescence overnight | AID 588850, 2011;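 active means at least 50% inhibition at 5 µM, scaled per plate between neutral and stimulator controls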;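 further: PAF is a Pseudomonas aeruginosa culture filtrate used as stimulus; plate controls were PAF-stimulated DMSO wells for no effect and unstimulated DMSO wells for full effect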
# PDI turbidity = inhibitors of human PDI, primary screen, biochemical, turbidity, single point, plate reader; Protein disulfide-isomerase (Homo sapiens), P07237; PDI insulin aggregation turbidity, A650, 90 min; inhibition, % at 10 µM; 0.052% of 350,000 active; AID 588391, 2011;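 active means mean inhibition across replicates of 30% or more, whatever share of single replicates reach that level; inconclusive means mean inhibition below 30% while every single replicate reaches 30%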;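 further: absorbance from insulin aggregation driven by PDI reduction with DTT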
# Target sequence (P07237 whole entry, looked up): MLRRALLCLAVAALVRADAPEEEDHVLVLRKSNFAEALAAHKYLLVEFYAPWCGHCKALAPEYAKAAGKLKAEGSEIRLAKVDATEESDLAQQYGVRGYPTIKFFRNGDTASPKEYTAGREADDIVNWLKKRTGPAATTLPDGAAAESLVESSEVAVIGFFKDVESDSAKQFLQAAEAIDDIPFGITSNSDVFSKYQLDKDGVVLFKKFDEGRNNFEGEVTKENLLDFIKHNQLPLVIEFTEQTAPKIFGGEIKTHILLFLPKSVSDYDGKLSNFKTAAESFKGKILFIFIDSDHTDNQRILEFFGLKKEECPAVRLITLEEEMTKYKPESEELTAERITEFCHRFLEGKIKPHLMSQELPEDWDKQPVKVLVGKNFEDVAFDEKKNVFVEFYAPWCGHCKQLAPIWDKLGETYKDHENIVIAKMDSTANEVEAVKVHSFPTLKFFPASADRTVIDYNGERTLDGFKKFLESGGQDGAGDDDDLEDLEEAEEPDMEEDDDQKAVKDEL
# CaV13 ICDI inh = Primary screen for inhibitors of IQ motif and Ca2+-dependent inactivation inhibitor domain binding in CACNA1D, Förster resonance energy transfer in living cells, …; HEK cells, CFP/YFP FRET ICDI-IQ, plate reader, 10 min; percent FRET-ratio fall versus neutral wells; inhibition, % at 12.3 µM; 0.098% of 340,000 active; AID 743397;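 active means mean replicate inhibition of at least 30% and at least 1% of replicates passing that level; inconclusive means only one of the two criteria is met; inactive means neither criterion is met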;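 further: 0% = median of the neutral control wells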
# Vif inh = HIV Vif self-association inhibitors, primary screen, imaging, HEK293T, single point; AID 602346, 2012; HEK293T cells, Vif self-association by quenched fluorescence, 24 h; inhibition, % at 7.49 µM; 0.35% of 340,000 active; in the data active means inhibition above about 50%, passing the limit was not always enough; inconclusive means no clear call, values can overlap the other calls; inactive means below about 31%; further: some results filed as inactive read as strong as hits
# Peg3 prom inh = Peg3 promoter-driven luciferase inhibitors, primary screen, cell-based, HeLa, luciferase luminescence; 1.7% of 360,000 active; AID 588405, 2011; HeLa PEG-Prom luciferase reporter, overnight; inhibition, % at 20 µM;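 active means inhibition of at least 50% at 20 µM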
# HIF-2a inh = HIF-2a reporter inhibitors, primary screen, luminescence, 786-0 RCC cells; 786-0 RCC cells HIF-2a reporter, luciferase luminescence, overnight; inhibition, % at 18.8 µM; 0.72% of 360,000 active; AID 624352, 2012;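 active means inhibition of the luminescence signal of 40% or more relative to plate controls, in a single-dose primary screen at 18.75 µM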
# * marks the source's active call; other numbers are inactive results; ? = inconclusive; / = not tested or not shown.
SMILES,KKLEB tox,NR2E3 ag-1,TRPM1 prom inh,NR2E3 ag-2,Shn3 inh set2,CF NFkB block,PDI turbidity,CaV13 ICDI inh,Vif inh,Peg3 prom inh,HIF-2a inh
COc1cccc(NC(=O)C2C3C=CC(O3)C2C(=O)O)c1 (stereo not drawn),1.4,3.9,-5.2,-7.3,-9.6,5.9,-5.0,-5.1,3.5,-1.7,13.3
CCC(C)NC(=O)Cn1c(COc2ccc(Cl)cc2Cl)nc2ccccc21 (stereo not drawn),-7.1,-3.7,-62.7,-87.1,-53.2,-5.0,-8.5,-3.7,4.8,-233.4,-219.4
Cc1cc(C)c2cc(CN(Cc3ccco3)C(=O)NCc3ccccc3)c(=O)[nH]c2c1,-6.3,1.9,-10.9,4.0,5.0,5.3,-7.1,/,1.3,26.1,29.5
Cc1nc(C)c(C(=O)OCC(=O)N2CCN(c3ccccc3)CC2)s1,-8.8,0.1,2.3,2.9,18.3,8.7,8.6,/,8.1,-1.3,1.3
O=C(O)COc1ccc(NC(=O)c2ccc3c(c2)C(=O)N(Cc2ccccc2)C3=O)cc1,4.2,0.6,4.7,-13.8,-7.9,-0.7,2.1,-5.2,4.4,10.3,11.1
O=C(Nc1ccccn1)c1ccc(C(=O)Nc2ccccn2)cc1,-15.7,4.2,-49.5,-16.3,-58.8,10.6,-1.7,/,-0.8,-78.6,-105.9
CCC1=NN2C(=N)/C(=C/c3cc(C)n(Cc4ccccc4)c3C)C(=O)N=C2S1,11.4,1.3,-3.1,20.2,13.0,-2.0,20.4,-18.7,-4.4,8.6,16.4
S=c1nc[nH]c2c1ncn2C1CCCO1 (stereo not drawn),1.5,-2.3,41.5,14.8,-1.7,-5.0,1.6,-3.3,5.8,17.0,-114.1
CCOC(=O)N1CCN(C(=O)c2ccccc2NC(=O)COc2ccccc2)CC1,3.1,1.5,-7.6,-21.9,39.6,-4.5,0.7,-3.1,1.1,-26.8,-71.4
COc1cccc(OC)c1C(=O)Nc1ccc(Br)c(C(=O)c2ccccc2)c1,-18.5,-2.0,10.0,1.6,18.6,-3.5,7.1,-2.7,-5.5,40.1,4.2
COc1ccc(-n2ncc(C(C)NS(=O)(=O)c3cc(F)ccc3C)c2C)cc1 (stereo not drawn),-21.8,/,-8.3,-19.8,5.3,28.3,5.5,/,-4.8,-11.9,-9.3
Cc1cc(NC2CCCCC2)nc(N2CCOCC2)n1,-8.6,2.9,-4.7,-0.6,-0.3,-10.4,-4.2,-6.8,1.6,4.8,-18.4
COc1cc(OC)c(NS(=O)(=O)c2cc(C(=O)OC(C)C(=O)NC3CC3)c(Cl)cc2Cl)cc1Cl (stereo not drawn),-5.2,-5.3,5.7,-6.5,-14.5,-1.8,-2.2,-5.1,-2.3,0.6,-39.9
Cn1c(SCC(=O)Nc2cccc(S(=O)(=O)N3CCOCC3)c2)nnc1-c1ccncc1,9.0,3.1,5.3,-18.3,-0.2,-9.0,1.2,-1.6,9.5,5.0,26.1
COc1ccc(-n2cnc3sccc3c2=O)cc1,13.9,-3.6,-7.5,-28.0,-3.0,-22.9,12.4,-4.2,9.8,-31.9,-24.6
O=c1[nH][nH]c(C(F)(F)F)c1C=NCc1ccccc1Cl,-6.1,-0.1,-20.4,-2.6,-1.1,14.8,14.5,-2.3,/,-98.2,33.2
CC(=O)N1c2ccc(S(=O)(=O)N3CCCC(C(=O)N4CCCC(C)C4)C3)cc2CC1C (stereo not drawn),3.7,4.4,18.6,40.3,35.5,-2.5,-10.0,-2.2,-13.0,7.0,9.1
CCOC(=O)C1CCN(C(=O)c2cc3cc(Cl)ccc3[nH]2)CC1,-1.4,1.0,14.8,-27.8,7.1,1.5,8.6,-10.0,-8.1,-35.3,-74.2
O=C(N/N=C/c1cccc(C(F)(F)F)c1)c1cc2c(s1)-c1ccccc1CC2,6.2,0.5,5.3,-28.0,-22.5,-13.5,0.4,-0.3,1.8,7.1,-6.6
CCC(C)C1(C2CCCC2)NC(=O)NC1=O (stereo not drawn),-3.0,/,2.1,-1.7,-7.7,0.7,-9.8,-11.4,-2.6,-3.0,22.6
COC(=O)[C@@H](NC(=O)NCc1ccc(F)cc1)C(C)C,3.6,5.3,14.2,-14.6,9.3,-0.2,-0.5,-7.1,-15.3,13.2,6.6
CCc1cc(=O)oc2c3c(cc(OCC(=O)NCCN4CCOCC4)c12)OC(C)(C)CC3,1.7,-1.3,10.1,12.3,-14.6,-6.9,/,/,0.7,9.3,6.5
CC(=O)Nc1ccc(-c2ccnc3c2CC(C(=O)Nc2cccc(N(C)C)c2)O3)cc1 (stereo not drawn),-9.2,/,/,-29.9,-3.0,7.2,-2.3,-7.5,28.1,11.3,20.0
C=CCOC(=O)C1=C[C@@H](c2csc3ccccc23)C[C@@H](OCCCCO)O1,-7.2,2.6,22.5,-4.5,-23.7,-11.5,2.2,-5.3,-5.8,10.0,2.3
Cc1cccc(-c2nc(CS(=O)CC(=O)N3CCN(C)CC3)c(C)o2)c1 (stereo not drawn),2.2,5.2,3.2,-9.8,12.6,2.9,/,-2.0,-2.1,-11.0,-2.0
COCCN(C(=O)c1ccc(-c2ccc([N+](=O)[O-])cc2)o1)c1c(N)n(CC(C)C)c(=O)[nH]c1=O,8.4,/,-14.3,18.3,6.8,-3.1,4.2,-6.9,-3.4,-9.0,-30.1
CN1CCN(C(c2ccccc2)c2ccc(Cl)cc2)CC1 (stereo not drawn),-4.1,0.1,-22.2,4.4,12.2,17.9,2.1,-4.8,?,1.4,-3.5
FCCCOc1ccc(-c2nccc(-c3ccc(Br)cc3)n2)cc1,-3.0,-1.9,-4.8,-23.2,/,0.2,2.1,-7.4,/,-2.2,-7.4
O=C(CSc1nnc(-c2cnccn2)n1Cc1ccco1)c1ccccc1,-6.8,4.1,-4.2,-5.7,-15.8,1.8,1.5,-5.8,-0.9,-11.9,-7.5
COC(=O)c1c(NC(=O)COC(=O)c2ccc(Cl)nc2)sc(C)c1C,-5.2,3.8,-7.1,-24.1,-3.0,10.9,2.5,-6.5,-4.2,-7.3,9.7

# Arranged by length of the SMILES (lowest first): part of the list above.
SMILES,KKLEB tox,NR2E3 ag-1,TRPM1 prom inh,NR2E3 ag-2,Shn3 inh set2,CF NFkB block,PDI turbidity,CaV13 ICDI inh,Vif inh,Peg3 prom inh,HIF-2a inh
CN1CCN(C(c2ccccc2)c2ccc(Cl)cc2)CC1 (stereo not drawn),-4.1,0.1,-22.2,4.4,12.2,17.9,2.1,-4.8,?,1.4,-3.5
COC(=O)c1c(NC(=O)COC(=O)c2ccc(Cl)nc2)sc(C)c1C,-5.2,3.8,-7.1,-24.1,-3.0,10.9,2.5,-6.5,-4.2,-7.3,9.7
CC(=O)Nc1ccc(-c2ccnc3c2CC(C(=O)Nc2cccc(N(C)C)c2)O3)cc1 (stereo not drawn),-9.2,/,/,-29.9,-3.0,7.2,-2.3,-7.5,28.1,11.3,20.0

# (next part)
SMILES,KKLEB tox,NR2E3 ag-1,TRPM1 prom inh,NR2E3 ag-2,Shn3 inh set2,CF NFkB block,PDI turbidity,CaV13 ICDI inh,Vif inh,Peg3 prom inh,HIF-2a inh
CC(C)c1ccc(C(O)P(=O)(OCc2ccccc2)c2ccc(N(C)C)cc2)cc1 (stereo not drawn),-5.2,3.5,-6.5,-13.9,1.0,17.3,-2.7,-3.9,-16.5,28.0,24.5
CNc1c(NS(=O)(=O)c2ccc(F)cc2)c(=O)oc2ccccc12,-3.5,1.0,3.4,-1.2,-3.1,7.9,-0.9,-2.3,11.2,24.7,12.8
CCN(CC)S(=O)(=O)c1ccc(=O)[nH]c1,4.1,-3.0,-1.5,-10.5,-19.2,-3.6,0.7,-6.1,15.4,4.6,21.8
CCOC(=O)C(OC(=O)c1sc(=S)n(C)c1C)C(C)=O (stereo not drawn),1.8,1.3,2.7,-6.2,-9.9,-0.5,-1.7,-5.0,21.7,10.8,10.3
CN(C)c1cccc(N(C)C)c1CNC(=O)NC(=O)c1c(F)cccc1F,-23.0,-2.0,-0.1,15.3,-10.1,21.7,-2.3,/,-3.5,33.2,30.3
CC(=O)c1cccc(NC(=O)C(OC(=O)c2cccs2)c2ccccc2)c1 (stereo not drawn),20.8,2.4,-2.8,-2.5,0.1,-18.2,-0.4,-1.6,-1.5,-15.4,6.2
O=[N+]([O-])C1=C(Nc2cccc3ccccc23)CS(=O)(=O)C1,0.9,6.9,-4.1,-9.1,-8.3,0.6,1.9,-8.2,2.2,-1.6,0.0
CC(=O)Nc1ccc(NC(=O)[C@@H](NC(=O)c2ccccc2F)C(C)C)cc1,0.2,1.0,6.5,14.0,-5.4,-8.9,-4.8,-3.4,1.7,11.3,2.3
O=C(NC(=S)Nc1ccccc1N1CCCC1)c1cccs1,-11.0,0.2,-10.5,-22.1,-0.9,9.7,-3.1,-5.2,-7.7,-44.7,-54.1
CN(C)CCCNc1oc(/C=C/c2ccccc2)nc1C#N,-2.2,5.7,1.3,12.1,-15.4,-13.3,-3.0,-4.8,1.0,7.3,8.3
CC(OC(=O)C1CC(O)CN1S(=O)(=O)c1ccccc1[N+](=O)[O-])C(=O)N1CCCCC1 (stereo not drawn),-2.4,1.4,3.0,11.1,-7.1,3.3,-3.6,-4.9,-17.2,-0.6,10.3
CCOc1cc(/C=N/NC(=O)C(=O)NCC2CCCO2)ccc1OCC(=O)N1CCOCC1 (stereo not drawn),9.4,0.9,/,-6.3,-33.2,0.8,-1.5,-19.7,-0.2,18.8,24.5
CCOC(=O)C1=C(C)NC(=O)NC1c1ccc(-c2ccc(F)cc2)o1 (stereo not drawn),7.8,2.6,6.9,-20.6,-3.2,-1.6,-0.1,-4.5,-11.5,9.6,19.1
COc1cccc(CN(C)C(=O)/C=C/c2ccc(S(=O)(=O)N3CCCCCC3)cc2)c1,5.8,1.4,10.4,-2.9,30.1,-8.0,-3.3,-5.2,-13.3,17.1,12.4
CCOC(=O)c1c(S(=O)(=O)N(C)Cc2ccccc2)c(C)n(C)c1C,-3.2,-0.2,8.5,8.1,-8.7,-3.7,-0.6,-4.1,-3.1,13.8,11.8
Cc1onc(-c2ccccc2Cl)c1C(=O)N1CCc2ccccc2C1,-8.0,-3.5,-12.3,-24.7,11.9,11.3,6.4,/,12.7,9.2,15.2
Cc1cccc(C)c1NC(=O)COC(=O)c1cc[n+]([O-])cc1,3.6,-2.3,0.6,20.8,-2.9,-17.7,-2.5,-5.5,-11.6,12.9,12.5

# Bioassay records as filed in PubChem BioAssay.
